Screens deposited in PubChem BioAssay by National Center for Advancing Translational Sciences (NCATS).
APE1 inh – APE1 (human) endonuclease inhibition | recombinant APE1, TAMRA/BHQ-2 abasic DNA cleavage fluorescence | Potency, µM (highest dose often 65.8 µM), for the others: top-dose activity change, negative = inhibition, hits mostly inhibitors | 350,000 compounds, 0.35% hits;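 also: plate controls were vehicle for no effect and reference inhibitor for full effect; nearly all actives have a fitted effect of over 55% in size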
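Enzyme (0.75 nM final) and test compound are incubated 15 min at room temperature before adding 50 nM quenched THF abasic-site duplex. Cleavage dequenches TAMRA, followed at 525/598 nm over three reads one minute apart.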
POLH inh – DNA polymerase eta (human) inhibition; Q9Y253; recombinant Pol eta, fluorescent DNA replication assay; Potency, µM (titrated, usually from 114 µM), for the others: top-dose activity change, negative = inhibition, hits mostly inhibitors; 390,000 compounds, 1.2% hits; AID 588591; also: % is scaled to controls: 0 for no effect and ±100 for the full control effect
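Pol eta at 10 nM preincubated with compounds 15 min at room temperature; reaction started with fluorescent substrate (50 nM final) and read kinetically at 0 and 10 min.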
Pol iota inh – DNA polymerase iota (human) inhibition | Pol iota fluorescent replication assay, 10 min | Potency, µM (titrated, usually from 115 µM), without a hit: at the highest dose activity, negative = inhibition, hits mostly inhibitors | 390,000 compounds, 1% hits | AID 588590
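Pol iota at 10 nM preincubated 15 min with compounds at room temperature; reaction started with fluorescent substrate, 50 nM final. Fluorescence read kinetically at 0 and 10 min; buffer-only wells as negative control.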
G9a block – blocks human histone lysine methyltransferase G9a; Q96KQ7; Potency, µM (top dose mostly 102 µM), for inactives: at the highest dose activity, negative = inhibition, most hits filed as inhibitors; 350,000 compounds, 8.8% hits; G9a H3K9 monomethylation, AlphaScreen, 2 h; also: % is scaled to controls: 0 for no effect and ±100 for the full control effect; nearly all actives have a fitted effect of over 75% in size
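Signal arises when biotinylated H3K9 peptide, once monomethylated, bridges streptavidin donor and antibody-captured acceptor beads. Enzyme at 20 nM was preincubated 15 min with test compounds; peptide 500 nM and SAM 20 uM then reacted for 2 h.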
JMJD2A Tudor inh – inhibitors of human JMJD2A Tudor domain; O75164; AlphaScreen JMJD2A-Tudor / H3K4me3 peptide binding; Potency, µM (top dose mostly 114 µM), inactives show top-dose activity change, negative = inhibition, actives largely listed as inhibitors; 390,000 compounds, 4.4% hits; also: % is scaled to controls: 0 for no effect and ±100 for the full control effect; nearly all actives have a fitted effect of over 50% in size
Pol beta inh – inhibitors of human DNA polymerase beta | P06746 | Pol beta primer extension/strand displacement, fluorescence kinetic | Potency, µM (highest dose often 114 µM), inactives show at the top dose activity change, negative = inhibition, most hits filed as inhibitors | 340,000 compounds, 1.3% hits; also: % is scaled to controls: 0 for no effect and ±100 for the full control effect
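Human Pol beta at 10 nM; strand-displacement substrate 50 nM final. Compound exposure 15 min at room temperature before start, reaction 10 min at room temperature.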
BLM inh – Bloom syndrome helicase (human) inhibition; 350,000 compounds, 0.2% hits; recombinant BLM DNA unwinding, fluorescence dequenching; P54132; Potency, µM (titrated, usually from 56.1 µM), without a hit: at the highest dose activity change, negative = inhibition, usual class: inhibitors;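 also: plate controls were vehicle for no effect and no enzyme for full effect; nearly all actives have a fitted effect of over 35% in size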
Pol kappa inh – inhibitors of human DNA polymerase kappa; Potency, µM (doses to about 107 µM), for the others: at the top dose activity, negative = inhibition, actives largely listed as inhibitors; Q9UBT6; purified Pol kappa, fluorescent DNA synthesis assay, 10 min; 400,000 compounds, 0.53% hits; also: % is scaled to controls: 0 for no effect and ±100 for the full control effect
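Readout: fluorescence, taken kinetically at 0 and 10 min. Conditions: 10 nM Pol kappa, 15 min RT compound preincubation, 50 nM substrate final. Controls: enzyme-free buffer wells.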
BAZ2B block – BAZ2B (human) inhibition | AlphaScreen BAZ2B-H3K14Ac peptide displacement | AID 504333 | Q9UIF8 | 360,000 compounds, 4.4% hits | Potency, µM (doses to about 114 µM), for inactives: at the top dose activity change, negative = inhibition, actives largely listed as inhibitors; also: % is scaled to controls: 0 for no effect and ±100 for the full control effect; nearly all actives have a fitted effect of over 60% in size
Target sequence (Q9UIF8 whole entry, looked up): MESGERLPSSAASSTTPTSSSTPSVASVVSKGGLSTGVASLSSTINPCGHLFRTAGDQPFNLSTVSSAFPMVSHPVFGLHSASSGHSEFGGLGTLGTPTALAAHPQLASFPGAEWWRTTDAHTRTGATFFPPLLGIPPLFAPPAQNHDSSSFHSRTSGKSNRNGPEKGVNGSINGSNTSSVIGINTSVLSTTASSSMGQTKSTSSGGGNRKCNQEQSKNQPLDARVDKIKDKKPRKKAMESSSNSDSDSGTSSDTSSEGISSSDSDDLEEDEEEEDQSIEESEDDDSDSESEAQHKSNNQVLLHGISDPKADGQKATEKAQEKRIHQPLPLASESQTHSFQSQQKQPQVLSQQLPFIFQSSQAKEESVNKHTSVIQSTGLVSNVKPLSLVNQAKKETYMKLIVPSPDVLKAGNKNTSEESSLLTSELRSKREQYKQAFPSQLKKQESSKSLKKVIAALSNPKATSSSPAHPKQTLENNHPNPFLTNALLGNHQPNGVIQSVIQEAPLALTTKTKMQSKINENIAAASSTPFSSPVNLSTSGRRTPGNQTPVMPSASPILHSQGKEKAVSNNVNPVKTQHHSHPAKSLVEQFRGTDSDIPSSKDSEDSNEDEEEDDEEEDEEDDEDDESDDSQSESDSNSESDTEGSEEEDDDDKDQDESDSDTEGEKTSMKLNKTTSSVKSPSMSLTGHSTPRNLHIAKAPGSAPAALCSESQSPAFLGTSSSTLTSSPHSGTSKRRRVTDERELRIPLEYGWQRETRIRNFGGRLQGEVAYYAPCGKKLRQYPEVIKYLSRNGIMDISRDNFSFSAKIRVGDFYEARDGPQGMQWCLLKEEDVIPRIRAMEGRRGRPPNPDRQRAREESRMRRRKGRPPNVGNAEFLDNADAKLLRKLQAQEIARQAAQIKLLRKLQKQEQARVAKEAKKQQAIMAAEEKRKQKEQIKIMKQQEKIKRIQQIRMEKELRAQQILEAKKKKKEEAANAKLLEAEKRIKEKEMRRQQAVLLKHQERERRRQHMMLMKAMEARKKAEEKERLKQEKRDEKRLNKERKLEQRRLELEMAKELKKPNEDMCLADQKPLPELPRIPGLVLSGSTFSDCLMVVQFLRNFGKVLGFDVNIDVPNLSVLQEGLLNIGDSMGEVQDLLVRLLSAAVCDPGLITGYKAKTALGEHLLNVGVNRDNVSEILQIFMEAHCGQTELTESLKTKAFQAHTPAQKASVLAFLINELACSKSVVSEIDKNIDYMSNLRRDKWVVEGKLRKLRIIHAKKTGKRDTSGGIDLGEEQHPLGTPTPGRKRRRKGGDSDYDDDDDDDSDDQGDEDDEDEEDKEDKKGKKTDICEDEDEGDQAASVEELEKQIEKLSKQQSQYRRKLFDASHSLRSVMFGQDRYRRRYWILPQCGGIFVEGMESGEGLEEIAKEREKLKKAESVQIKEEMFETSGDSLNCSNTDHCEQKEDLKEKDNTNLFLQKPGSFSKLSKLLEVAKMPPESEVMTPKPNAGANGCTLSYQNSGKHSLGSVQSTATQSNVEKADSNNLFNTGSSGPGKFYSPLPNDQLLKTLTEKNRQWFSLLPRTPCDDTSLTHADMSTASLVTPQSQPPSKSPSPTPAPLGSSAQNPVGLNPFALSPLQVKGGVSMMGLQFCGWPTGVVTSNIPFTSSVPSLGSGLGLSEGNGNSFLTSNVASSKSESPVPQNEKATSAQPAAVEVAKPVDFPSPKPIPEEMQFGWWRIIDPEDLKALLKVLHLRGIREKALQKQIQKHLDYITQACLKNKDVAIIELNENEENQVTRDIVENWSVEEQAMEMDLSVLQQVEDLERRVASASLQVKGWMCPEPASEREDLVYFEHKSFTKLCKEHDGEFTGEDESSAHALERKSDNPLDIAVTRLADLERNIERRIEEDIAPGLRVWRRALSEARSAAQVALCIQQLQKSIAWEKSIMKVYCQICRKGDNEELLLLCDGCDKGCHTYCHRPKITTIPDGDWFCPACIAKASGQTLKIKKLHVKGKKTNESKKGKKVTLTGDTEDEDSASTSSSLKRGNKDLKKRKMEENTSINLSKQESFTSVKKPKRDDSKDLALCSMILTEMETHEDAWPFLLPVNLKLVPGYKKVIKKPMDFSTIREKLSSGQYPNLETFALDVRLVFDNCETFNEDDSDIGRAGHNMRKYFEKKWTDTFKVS
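Protein-peptide AlphaScreen: BAZ2B 50 nM, b-H3K14Ac 50 nM, 1x PBS pH 7.4 + 0.01% Tween-20. Preincubation 30 min RT; cpd 30 min RT (top 110 uM); beads 20 min RT, light-protected.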
Active calls of the source: *; ? = inconclusive; . = no result given; & = joins results of further samples; ! = not confirmed by another sample; [ ] = remark or other dose. Calls follow the shape of the dose curve; as a rule, active = well fitted curve in the direction sought with a large enough effect; inconclusive = small, poorly fitted or top-dose-only effect, or another doubt; inactive = no such curve, though single readings can be large; an effect the other way counts as inactive or inconclusive. Potency is read from the fitted curve at half-maximal effect.

APE1 inh	POLH inh	Pol iota inh	G9a block	JMJD2A Tudor inh	Pol beta inh	BLM inh	Pol kappa inh	BAZ2B block	compound
12%	-12%	27%	7%[0.501 µM]	-1%	-1%	-13%	-1%	?	CCCC(=O)NCc1cc(-c2nn(C)c(=O)c3ccccc23)ccc1C
26%	-13%	-12%	.	-10%	10%	0%	-3%	9%	OCC1CCCN1C(=S)Nc1ccccc1 (stereo not given)
13%	-5%	21%	-4%[59 µM]	-30%	31%	-1%	-3%[60.1 µM]	?	CN1/C(=C\C(=O)c2ccco2)c2ccccc2CC1(C)C
-2%	-14%	116%[activator]	27%[12.7 µM]	?	46%	0%	-1%	-20%	COc1ccc(C2C3=C(CC(C)(C)CC3=O)Nc3c2c(=O)n(C)c(=O)n3C)cc1OC (stereo not given)
.	-11%	14%	6%[59 µM]	-10%	-5%	-12%	-6%[60.1 µM]	3%	CCOc1ccc(CNC(=O)Cn2nc(C)c3nn(-c4ccc(Cl)cc4)c(C)c3c2=O)cc1OC
-1%	-7%	?	-22%[59 µM]	-10%[11.4 µM]	-3%	-13%	-1%	3%	O=C(NCC(=O)N(Cc1cccs1)C(C(=O)NC1CCCCC1)c1ccncc1)c1ccco1 (stereo not given)
9%	-18%	-1%	-9%[59 µM]	1%	25%	3%	-1%	7%	CC(C)(C)C1=C(C#N)C(c2cccnc2)C(C#N)=C(N)O1 (stereo not given)
4%	-7%	3%	15%	-14%	2%	-2%	-18%	3%	O=C(Nc1ccccc1)N1CCC(n2c(=O)[nH]c3ccccc32)CC1
.	-12%	9%	23%[59 µM]	-3%	18%	1%	-11%[60.1 µM]	-5%	Cc1cccc(C(=O)Nc2ccccc2C(=O)OCc2cc(=O)n3nc(C4CC4)sc3n2)c1
-6%	?	?	?	?	-17%	1%	-13%	-37%	Cc1oc(-c2cccc(Cl)c2)nc1CN1CCC(C(=O)N2CCN(c3ccccc3F)CC2)CC1

An excerpt of these results, in markdown.
| SMILES | APE1 inh | POLH inh | Pol iota inh | G9a block | JMJD2A Tudor inh | Pol beta inh | BLM inh | Pol kappa inh | BAZ2B block |
| --- | --- | --- | --- | --- | --- | --- | --- | --- | --- |
| Cc1cccc(C(=O)Nc2ccccc2C(=O)OCc2cc(=O)n3nc(C4CC4)sc3n2)c1 | . | -12% | 9% | 23%[59 µM] | -3% | 18% | 1% | -11%[60.1 µM] | -5% |
| CCCC(=O)NCc1cc(-c2nn(C)c(=O)c3ccccc23)ccc1C | 12% | -12% | 27% | 7%[0.501 µM] | -1% | -1% | -13% | -1% | ? |
| O=C(NCC(=O)N(Cc1cccs1)C(C(=O)NC1CCCCC1)c1ccncc1)c1ccco1 (stereo not given) | -1% | -7% | ? | -22%[59 µM] | -10%[11.4 µM] | -3% | -13% | -1% | 3% |

Other compounds follow.
APE1 inh	POLH inh	Pol iota inh	G9a block	JMJD2A Tudor inh	Pol beta inh	BLM inh	Pol kappa inh	BAZ2B block	compound
?	-17%	12%	?	-21%	?	-4%	-18%	79µM*	COc1ccc(Nc2nc(=O)c3cc([N+](=O)[O-])ccc3s2)cc1
-6%	-25%	-2%	90%[activator]	3%	19%	-4%	6%	20%	Fc1ccccc1Cc1noc(CN2CCN(c3ccc(Cl)cn3)CC2)n1
14%	-14%	9%	18%[59 µM]	-20%[11.4 µM]	3%	3%	-13%	-20%	CCN(CC)CCCNC(=O)C1c2ccccc2Oc2ccccc21
-3%	-21%&-10%	17%&-4%	44%	-21%&-13%	7%&1%	-5%&-1%	-6%	-23%&0%	CCCCOc1ccc(C(=O)N(Cc2ccccc2)C2CCS(=O)(=O)C2)cc1 (stereo not given)
.	-21%	5%	.	-1%	.	.	-1%	.	COc1ccc(NC(=O)c2ccc3c(c2)S(=O)(=O)N=C2CCCCCN23)cc1S(N)(=O)=O
1%	-9%	3%	0%[59 µM]	-3%	-1%	0%	-4%	-4%	CCCCN(C)C(=O)c1ccc(S(=O)(=O)N2CCOCC2)cc1
?	-24%	15%	.	-8%	15%	1%	6%	?	COc1ccc(C(=O)C(C)[n+]2ccc(-c3nnc4n3CCCCC4)cc2)cc1 (stereo not given)
9%	-20%	17%	14%	13%	13%[57.1 µM]	3%	-10%	21%	CCCCCCCCC(=O)NCCOc1ccccc1
.	-8%	-9%	-14%[59 µM]	-19%	28%	-14%	-8%	0%	CCC(=O)Nc1sc2c(c1C(=O)Nc1ccc(OC)cc1)CCC(C(C)(C)C)C2 (stereo not given)
-6%	-8%	44%	?	-6%	0%	-1%	-9%	-18%	CC(=O)N/N=C(\C)c1ccc(Br)cc1Br
-7%	-8%	15%	-3%[59 µM]	-29%	-1%	-9%	-5%	-3%	CC1CCc2sc(C(=O)N/N=C/C3CCCCC3)cc2C1 (stereo not given)
2%	-9%	19%	50µM*	?	-10%	2%	-16%	?	COc1ccccc1-c1cc(N)n(S(=O)(=O)c2cccc3nsnc23)n1
-5%	1%	23%	10%[12.7 µM]	15%	0%	-3%	0%	-3%	O=C(Cn1cc(C(F)(F)F)ccc1=O)N1CCN(S(=O)(=O)c2ccc(Cl)cc2)CC1
15%	-15%	-3%	-10%[12.7 µM]	-7%	.	.	7%	13%	COc1ccccc1C(CNC(=O)c1cc(S(=O)(=O)N2CCOCC2)ccc1C)N1CCCC1 (stereo not given)
39%	-17%	56%[activator]	-43%[12.7 µM]	-1%	.	.	3%	-17%	CN(CC(=O)Nc1ccccc1Br)C(=O)CNC(=O)C1CCCCC1
.	-18%	-5%[58.9 µM]	.	4%	.	.	-8%	.	Cc1nc2ccsc2c(=O)n1-c1cccc(Cl)c1
-2%	-12%	91%[activator]	12%	-15%	-19%	3%	4%	2%	CCOC(=O)C(=O)NC12CC3CC(CC(C3)C1)C2
-4%	-13%	-8%	?	-9%	-12%	-12%	8%	-26%	C=CCn1c(SCC(=O)N2CCc3ccccc3C2)nc2sc(C)c(C)c2c1=O
-5%	-6%	16%	?	-14%	.	.	-10%	12%	Cc1cccc(NC(=O)CSCC(=O)N2CCCc3ccccc32)c1
-2%	-5%	?	?	-12%	5%	-2%	-1%	-11%	COC(=O)c1ccccc1NC(=O)c1cc2sccc2n1C
-1%	9%	42%[activator]	18%	-7%	-24%	-4%	-5%	-25%	Cc1cc(=O)n(Cc2ccc(OC(C)C)cc2)c(=S)[nH]1
15%	.	.	56µM*	.	17%	-3%	.	-1%	O=C(Nc1ccc(N2CCOCC2)c(C(=O)O)c1)c1ccco1
-3%	-4%	15%	.	-16%	-1%	1%	-6%	19%	O=C(Nc1ccc(Br)cc1)c1cccc(N2C(=O)CCC2=O)c1
9%	-9%	32%[activator]	20µM*	-10%	1%	0%	6%	-22%	Cc1cc(Br)ccc1N=C1NC(=O)CS1
29%	-12%	5%	47%[activator]	-18%	15%	0%	2%	2%	CC(=O)N1CCSc2ccc(S(=O)(=O)NCc3ccc(F)cc3)cc21
-16%	-24%	27%	3%[12.7 µM]	-3%	.	.	-3%	12%	O=S(=O)(Nc1ccc(S(=O)(=O)N2CCCC2)cc1)c1ccccc1Br
-5%	-9%	31%[activator]	-3%	22%	?	2%	10%	11%	COc1ccc(Br)cc1C(=O)Nc1ccccc1-c1ccccc1
.	-9%	64%[activator]	29%[59 µM]	-17%	1%	-1%	-27%	9%	Cc1ccc(-c2nnc(Nc3ccc(C(N)=O)cc3)c3ccccc23)cc1S(=O)(=O)N1CCCCC1
2%	-9%	49%[activator]	-1%	1%	2%	-5%	4%	6%	Cc1cc(Cl)ccc1NC(=O)CCC(=O)N/N=C/c1cc([N+](=O)[O-])ccc1O
.	-5%	-26%	2%[59 µM]	-22%	1%	1%	-13%	3%	O=C(Nc1ccccc1Cl)N1CCC(CN2CCCC2)CC1
.	-14%	-11%	?	?	-1%	-4%	4%	-34%	CCN(CC)S(=O)(=O)c1ccc(-c2csc(=Nc3cccc(C(F)(F)F)c3)n2Cc2ccc3c(c2)OCO3)cc1
6%	-19%	99%[activator]	35µM*	-1%	25%	1%	-11%	8%	CCOc1ccccc1C(=S)NC1CCCCC1
-4%	-12%	-3%	40%	11%	-9%	1%	-5%	2%	NC(=O)C1CCN(C(=O)c2cccc3ccccc23)CC1
1%	-18%	23%	28%	-10%	-1%	-10%	8%	-4%	COc1ccccc1C1=NOC(Cn2c(NCCOCCO)nc3c2c(=O)n(C)c(=O)n3C)C1 (stereo not given)
22%	?	-2%&5%	50µM*!	1%&-8%	56%&-10%	3%&3%	5%&3%	?	Cc1ccccc1NC(=O)c1ccc2c(O)c(S(=O)(=O)c3ccccc3)c(=O)[nH]c2c1
12%	-12%	14%	.	-17%&-27%	.	.	-3%	.	O=C(Cn1cc(CNC(=O)C2CCCCC2)nn1)Nc1cc(C(F)(F)F)ccc1Cl
-4%	-17%	-5%	-7%[0.501 µM]	5%	2%	-16%	-11%	-4%	COc1ccc(OC)c(C2C(C(=O)Nc3nc4ccccc4s3)=C(C)NC3=C2C(=O)CCC3)c1 (stereo not given)
71%[activator]	-5%	25%	18%	-8%	3%	2%	11%	-11%	Cc1ccc(CS(=O)Cc2ccc(C(=O)N3CCN(C4CCCCC4)CC3)o2)cc1 (stereo not given)
.	-12%	5%	.	-20%	.	.	-15%	.	COc1ccc(/C=C/C(=O)c2cc(F)ccc2OC(=O)c2ccccc2)cc1OC
5%	-14%	8%	-22%	-25%	36%	1%	-3%	0%	CN(C)C1=NCCN1CCC1CCCC1
1%	3%	25%	-24%	-20%	32%	-6%	-21%	8%	CC1(C)CC(=O)C2=C(C1)N(Cc1cccnc1)C(=O)C2(NC(=O)c1ccc(F)cc1)C(F)(F)F (stereo not given)
.	2%	0%	28%[59 µM]	5%	14%	-2%	1%	12%	O=C(COC(=O)c1cc(-c2ccccc2)nc2ccccc12)c1ccc(Br)cc1
-3%	6%	10%	19%[59 µM]	-17%	37%	3%	-4%	10%	CC1CCN(CCCNC(=O)COc2cc(=O)n(C)c3ccccc23)CC1
15%	5%	-3%	.	?	29%	-1%	9%	-6%	COc1ccc(C(c2c(N)[nH]c(=S)[nH]c2=O)c2c(N)[nH]c(=S)[nH]c2=O)cc1

These rows are one share of the data; the hit share may differ from the screen's.
